SENP8 block-1 – human SENP8 protease inhibitors, primary screen, biochemical, fluorescence, Nedd8 protein substrate, uHTS; 360,000 tested, 0.64% active; Sentrin-specific protease 8 (Homo sapiens), Q96LD8; inhibition, % at 20 µM; recombinant SENP8; AID 602440, 2012; in the data active means inhibition mostly above about 40%, no sharp cut-off; inactive means mostly below about 27%
Target sequence (Q96LD8 whole entry, looked up): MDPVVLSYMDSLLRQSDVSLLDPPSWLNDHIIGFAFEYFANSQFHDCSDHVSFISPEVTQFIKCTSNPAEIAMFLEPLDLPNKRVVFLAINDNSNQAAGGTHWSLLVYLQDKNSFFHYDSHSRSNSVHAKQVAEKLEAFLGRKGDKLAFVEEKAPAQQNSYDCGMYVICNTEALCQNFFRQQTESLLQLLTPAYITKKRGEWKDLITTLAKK
Apaf-1 inh – inhibitors of human Apaf-1 apoptosome, primary screen, biochemical, DEVD-Rh110 fluorescence, uHTS; 330,000 tested, 0.71% active; Apoptotic protease-activating factor 1 (Homo sapiens), O14727; inhibition, % at 20 µM; reconstituted apoptosome caspase-3 activity; active means inhibition of at least 40% at 20 µM;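 further: plate controls were DMSO wells for no effect and DEVD-CHO caspase inhibitor wells for full effect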
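System: Apoptosome proteins | Medium: Hepes pH 7.5 with detergent and BSA | Also added: Cytochrome c trigger plus (Z-DEVD)2-Rh110 caspase-3 substrate | Incubation: 30 min compound preincubation, 50 min activation, room temperature | Detection: Rhodamine 110 fluorescence at Ex 480/Em 540 nm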
SENP8 block-2 – SENP8 protease inhibitors, primary screen, biochemical, luminescence; purified SENP8, Z-RLRGG-aminoluciferin cleavage; AID 2540, 2010; inhibition, % at 10 µM; 330,000 tested, 1.2% active; in the data active means inhibition above about 50%
SENP1 FRET inh – human SENP1 catalytic domain inhibitors, primary screen, biochemical, FRET, uHTS | 360,000 tested, 0.21% active | recombinant SENP1 catalytic domain, CyPet-SUMO1-YPet FRET cleavage | inhibition, % at 10 µM | AID 624204, 2012;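 active means inhibition at least 30% at 10 µM, raw YFP signal under a set limit, fluorescence ratio 0.5 to 1.5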;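 further: 0% = enzyme with DMSO and 100% = no enzyme wells; some results filed as inactive read as strong as hits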
Target sequence (Q9P0U3 419-644 limits assumed): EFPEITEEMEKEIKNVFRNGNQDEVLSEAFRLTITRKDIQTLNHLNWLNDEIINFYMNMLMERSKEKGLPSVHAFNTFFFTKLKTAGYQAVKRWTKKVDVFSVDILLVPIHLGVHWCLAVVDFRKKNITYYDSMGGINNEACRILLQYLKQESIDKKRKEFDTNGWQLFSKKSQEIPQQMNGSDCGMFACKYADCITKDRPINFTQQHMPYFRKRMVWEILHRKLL
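Assay system: hSENP1 catalytic domain, recombinant. Amount: SENP1 enzyme, 20 pM final. Schedule: 50 min reaction, RT, dark. Technique: FRET, CFP and YFP emission. Control set: no-enzyme wells low, DMSO-plus-enzyme wells high control.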
HKDC1 inhibitor – HKDC1 hexokinase inhibitors, primary screen, biochemical, fluorescence, uHTS; Q2TB90; recombinant HKDC1, G6PDH/diaphorase resazurin coupled fluorescence; inhibition, % at 20 µM; 340,000 tested, 0.16% active;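 active means inhibition above about 35% when tested at 20 µM, limit read from the data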;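 further: plate controls were DMSO wells with enzyme for no effect and DMSO wells lacking enzyme for full effect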
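Test system: HK5 enzyme. Quantity: 5 µg/mL HK5 final. Reagent: glucose and ATP substrates. Schedule: 90 min reaction incubation at room temperature, dark. Technique: resazurin-to-resorufin fluorescence via G6PDH and diaphorase coupling, 525/613 nm. Control set: DMSO wells with and without enzyme mix.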
SENP6 inh – SENP6 protease inhibitors, primary screen, biochemical, luminescence, uHTS; 330,000 tested, 1.8% active; Recombinant SENP6 catalytic domain, aminoluciferin luminescence; AID 2599, 2010; Sentrin-specific protease 6 (Homo sapiens), Q9GZR1; inhibition, % at 10 µM;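 active means inhibition above about 50% at the single tested dose, limit read from the data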;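 further: plate controls were DMSO wells with enzyme for no effect and DMSO wells lacking enzyme for full effect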
PfGluPho inh – PfG6PD enzyme inhibitors, primary screen, biochemical, fluorescence intensity, uHTS; PfGluPho enzyme, NADPH resazurin-diaphorase fluorescence; inhibition, % at 20 µM; 350,000 tested, 0.78% active; AID 504690, 2011;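 active means inhibition reaching at least a set limit at 20 µM in the primary screen, cut at about 59% in these data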;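 further: 0% = DMSO wells with substrate and 100% = DMSO wells lacking glucose-6-phosphate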
SENP7 inh – SENP7 protease inhibitors, primary screen, biochemical, luminescence, uHTS. Sentrin-specific protease 7 (Homo sapiens), Q9BQF6. recombinant SENP7, Z-RLRGG-aminoluciferin luminescence, 40 min. inhibition, % at 5 µM. 330,000 tested, 1.5% active. AID 434973, 2010;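 active means inhibition above about 50% at the single test dose, limit read from the data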;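 further: plate controls were DMSO with enzyme for no effect and no enzyme buffer wells for full effect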
Target sequence (Q9BQF6 706-1050 limits assumed): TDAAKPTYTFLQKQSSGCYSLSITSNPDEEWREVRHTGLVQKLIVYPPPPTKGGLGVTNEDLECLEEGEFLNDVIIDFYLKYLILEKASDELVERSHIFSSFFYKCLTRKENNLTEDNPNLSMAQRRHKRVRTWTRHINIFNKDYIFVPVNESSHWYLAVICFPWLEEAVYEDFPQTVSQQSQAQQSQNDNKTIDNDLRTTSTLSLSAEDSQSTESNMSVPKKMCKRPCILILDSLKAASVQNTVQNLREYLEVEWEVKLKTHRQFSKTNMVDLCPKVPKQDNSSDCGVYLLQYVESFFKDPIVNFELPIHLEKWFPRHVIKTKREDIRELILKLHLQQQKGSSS
Active calls of the source: *; x = no result given; & = joins results of further samples.

SMILES	SENP8 block-1	Apaf-1 inh	SENP8 block-2	SENP1 FRET inh	HKDC1 inhibitor	SENP6 inh	PfGluPho inh	SENP7 inh
CN(CC(O)CN1CCOCC1)S(=O)(=O)O (configuration not stated)	12&8	-9&-8	-8&4	3&-3	6&-8	-10&5	-20&-7	-2&-4
COc1ccc([C@H]2CC(=O)C=C(c3ccccc3-c3ccccc3)C2)cc1	21	17	1	4	-2	4	4	2
CC(=O)c1ccc(NC(=O)C(C)Sc2nnc(-c3ccncc3)n2C2CC2)cc1 (configuration not stated)	-29	13	-10	-4	-3	11	23	4
Cc1nc(C(=O)O)nn1-c1ccc([N+](=O)[O-])cc1	8	-11	-4	1	-6	-9	-6	7
Cc1noc(C)c1C(=O)N1CCN(S(=O)(=O)c2cccc(Cl)c2Cl)CC1	20	-11	-10	2	-5	0	-14	8
CNC(=O)CSc1nnc(-c2ccco2)n1-c1cccc(C)c1	2	-9	4	-2	-7	-6	-16	-2
CC(C)CCNC(=O)C1CCC(=O)N1C(C)C (configuration not stated)	14	-15	5	4	-6	11	-1	-8
Cc1ccc(NC(=O)CN(C)C(=O)Cn2cc(C(F)(F)F)ccc2=O)cc1	19	0	-4	2	-8	2	13	6
CC(=O)N1CCN(c2ccc(NC(=O)c3ccccc3Br)cc2Cl)CC1	26	4	-10	1	-5	-4	21	-7
Cn1c2c(c(=O)n(C)c1=O)CN(CC1CCCO1)CN2 (configuration not stated)	5	3	1	1	-1	4	0	4
Cn1c(N)c(C(=O)COC(=O)c2cccc(S(=O)(=O)N3CCOCC3)c2)c(=O)n(C)c1=O	-3	14	-19	-10	-3	-36	19	1
C/C(=N\NC(=O)c1[nH]c2c([N+](=O)[O-])cc(C)cc2c1-c1ccccc1)c1cccnc1	60*	22	3	2	6	-8	-12	4
CC(=O)N1Cc2ccccc2CC1C(=O)OCC(=O)c1c(N)n(C)c(=O)n(C)c1=O (configuration not stated)	4	-3	-14	-1	1	-7	-11	-11
Cc1ccccc1NC(=S)NCc1ccc(Cl)cc1	22	-12	-1	1	10	-6	7	8
COC(=O)c1ccc(N/C(C)=C/C(=O)c2ccc(C)o2)cc1	18	0	4	0	-4	6	-3	-5
O=C(O)CCCCCNC(=O)CCn1cnc2ccccc2c1=O	8	-9	7	3	1	-5	10	2
CCSc1nnc(-c2ccc(S(=O)(=O)N3CCCC3)cc2)n1C	-12	-14	-9	1	-9	3	11	7
COc1ccc(C(CNC(=O)COc2ccccc2OC)N(C)C)cc1OC (configuration not stated)	1	-4	-3	-1	-6	-14	-10	-5
CCOC(=O)C(C(=O)Nc1cccc(C)c1)C1CCCCC1 (configuration not stated)	14	4	9	2	-6	-3	4	17
COC(=O)CSc1nnc(-c2ccoc2C)n1-c1ccc(OC)cc1	10	0	1	-1	3	8	-18	2
O=C(CN1C(=O)C2C3CCC(C3)C2C1=O)NCc1ccco1 (configuration not stated)	4	0	8	0	-4	-13	-1	2
CC1=CC(C)(C)Nc2ccc(OC(=O)c3ccco3)cc21	0	-18	3	-44	8	10	46	2
CC(=O)Nc1ccc(S(=O)(=O)N(C)c2ccc(OCC(=O)Nc3ccccc3C(C)=O)cc2)cc1	7	15	1	-1	0	-11	17	2
Fc1ccccc1/C=C/c1ccc2ccccc2n1	-89	16	96*	-1	-3	11	42	100*
O=C(N1CCN(c2ccccc2F)CC1)C1(c2cccs2)CCOCC1	16	0	-9	2	2	-9	-6	-6
CN(Cc1c(C(=O)N/N=C/c2cc(F)ccc2F)nnn1-c1nonc1N)C1CCCCC1	9	-5	-16	0	-3	-1	-6	12
O=C(c1ccccn1)c1ccc2ccccc2n1	6	-24	-3	-2	-3	-22	4	-3
Cc1ccc2nc(NC(=O)CCNS(=O)(=O)c3cccs3)sc2c1	14	14	1	1	2	17	23	7
CC(=O)NC1C(=O)N=C(SCC(=O)NC2CCCCC2)NC1=O (configuration not stated)	5	-16	1	0	-11	-10	-6	-5
CSCCC(NC(=O)/C(=C/c1ccco1)NC(=O)c1ccco1)C(=O)O (configuration not stated)	14	-11	4	-7	-2	7	-1	-4
CC(C)(C)c1ccc(-c2nnc(SCC(=O)O)n2N)cc1	-19	-5	-3	3	8	1	-7	-2
CCCOc1ccc(C(=O)NNC(=S)NC(C)=O)cc1	0	13	-6	3	7	-1	4	-13
NC(=O)C1(N2CCCCC2)CCN(S(=O)(=O)c2cc(Cl)sc2Cl)CC1	19	-9	4	4	-7	-15	-2	7
O=C(CNC1CCCCCC1)Nc1ccccc1N1CCOCC1	-3	-4	-3	3	-10	-7	5	2
CCC(c1nnnn1C1CCCC1)N1CCN(c2cccc(OC)c2)CC1 (configuration not stated)	11	1	-8	-5	-8	-2	7	-1
O=C(Cc1ccc(Cl)cc1)Nc1cccc(S(=O)(=O)Nc2ccccc2F)c1	1	8	-10	4	-1	-5	3	2
Cc1ccc(/C=C/C(=O)OCC(=O)NCCN2C(=O)CSC2=O)o1	-14	11	-7	-1	-5	-6	14	-4
C=CCN(Cc1cccs1)C(=O)CN1CCN(S(=O)(=O)c2ccc3c(c2)OCCCO3)CC1	11	7	9	1	4	2	-12	3
CC(C)(C)c1cc(N2CCOCC2)n2ncc(-c3ccccc3)c2n1	-298	26	-4	-1	4	-8	5	-6
c1ccc2nc(-c3nc4ccccc4[nH]3)ccc2c1	-469	7	97*	2	-3	97*	49	100*
COc1cccc(CN(C)CC(=O)NC(=O)NCc2ccco2)c1	4	2	-2	-2	0	8	-10	4
CN(C)C(=O)COC(=O)c1cccnc1Nc1ccccc1F	-40	8	-7	0	-7	-4	-3	-4
Cn1c(=O)oc2cc(S(=O)(=O)N3CCC(C(=O)NCc4cccs4)CC3)ccc21	17	-3	4	2	2	-12	-21	5
Clc1cccc2sc(N3CCCC3)nc12	8	-3	-16	-1	-3	-10	-16	-9
Cc1cccc(NS(=O)(=O)c2ccc(C)c(C(=O)NCC(c3ccccc3)N(C)C)c2)c1 (configuration not stated)	6	-3	9	0	-1	11	-5	-5
CCOc1ncccc1C(=O)OCC(=O)NC(=O)c1ccccc1	12	12	-11	3	-5	-9	2	-10
COc1cccc(NS(=O)(=O)c2ccc(C)c(C(=O)N3CCCCC3)c2)c1	2	-6	-4	3	-7	12	7	-4
Cc1ccc(NC(=O)CCC(=O)c2cccs2)c(Br)c1	-52	12	-20	3	0	-15	-5	5
Cc1ccc(Nc2nc(N)nc(CSCCO)n2)cc1	7	5	-27	2	-7	-13	-3	-15
CC(C)Oc1ccccc1C1CC(=O)Nc2c1c(=O)n(C)c(=O)n2C (configuration not stated)	x	-5	-12	x	x	-7	x	10
O=C(CSc1nccn1-c1ccc(F)cc1)NCc1ccc2c(c1)OCO2	15	5	1	0	0	-8	5	-2
CN(CC(=O)Nc1ccc(F)cc1Cl)Cc1cccs1	-3	15	-6	2	-2	3	1	7
COc1ccc(OC)c(-c2cc(C(=O)Nc3cc(C)on3)no2)c1	-241	-9	-13	2	-6	-17	6	-2
C[C@H]1CCC2[C@](C)(CO)[C@@H](O)CC[C@]2(C)[C@@]12CCC(CO)(CCO)O2 (some centres not stated)	6	1	5	1	6	-5	-8	6
COc1ccc(S(=O)(=O)N2CCC(C(=O)NCC3CCCCC3)CC2)cc1	5	5	7	3	-2	0	10	5
Cc1ccc(C(=O)NCC(=O)Nc2ccc(F)c(F)c2F)cc1	10	-2	-4	1	-2	7	15	2
O=C(NCCOc1ccccc1)c1cccc(S(=O)(=O)NCc2ccccc2)c1	6	14	2	3	-1	-3	9	-1
CCOC(=O)C1=C(c2ccccc2)Nc2c(c(=O)n(C)c(=O)n2C)C1c1ccc(O)c(OC)c1 (configuration not stated)	18	-1	1	-2	4	-13	-11	1
O=C(NCc1ccncc1)/C(=N/O)c1ccccc1	4	-4	-4	0	3	16	1	-4
O=C(NC1CCCCCC1)C1CC(=O)N(c2ccc(Cl)cc2)C1 (configuration not stated)	0	2	7	1	-1	11	4	-1

Structures listed so far that have bromine:
SMILES	SENP8 block-1	Apaf-1 inh	SENP8 block-2	SENP1 FRET inh	HKDC1 inhibitor	SENP6 inh	PfGluPho inh	SENP7 inh
CC(=O)N1CCN(c2ccc(NC(=O)c3ccccc3Br)cc2Cl)CC1	26	4	-10	1	-5	-4	21	-7
Cc1ccc(NC(=O)CCC(=O)c2cccs2)c(Br)c1	-52	12	-20	3	0	-15	-5	5

Entries of single compounds from above. Order of screens: SENP8 block-1, Apaf-1 inh, SENP8 block-2, SENP1 FRET inh, HKDC1 inhibitor, SENP6 inh, PfGluPho inh, SENP7 inh
CC(C)Oc1ccccc1C1CC(=O)Nc2c1c(=O)n(C)c(=O)n2C (configuration not stated) reads x, -5, -12, x, x, -7, x, 10
COc1cccc(NS(=O)(=O)c2ccc(C)c(C(=O)N3CCCCC3)c2)c1 reads 2, -6, -4, 3, -7, 12, 7, -4
O=C(NCc1ccncc1)/C(=N/O)c1ccccc1 reads 4, -4, -4, 0, 3, 16, 1, -4
CCOC(=O)C1=C(c2ccccc2)Nc2c(c(=O)n(C)c(=O)n2C)C1c1ccc(O)c(OC)c1 (configuration not stated) reads 18, -1, 1, -2, 4, -13, -11, 1
CN(CC(=O)Nc1ccc(F)cc1Cl)Cc1cccs1 reads -3, 15, -6, 2, -2, 3, 1, 7

(more compounds)
SMILES	SENP8 block-1	Apaf-1 inh	SENP8 block-2	SENP1 FRET inh	HKDC1 inhibitor	SENP6 inh	PfGluPho inh	SENP7 inh
CCc1nnc(NC(=O)NCN2C(=O)C3C4C=CC(C4)C3C2=O)s1 (configuration not stated)	23	-12	2	-2	-4	-4	2	9
CCCCC(=O)NN(C)c1nc(-c2ccccc2)nnc1C(F)(F)F	29	5	-5	2	-4	-12	5	-5
CCOCCCNC(=O)c1[nH]c(C)c(C(C)=O)c1C	10	-3	4	-1	-6	-4	-10	-6
CCc1ccc(N2CCN(S(=O)(=O)CC34CCC(CC3=O)C4(C)C)CC2)cc1 (configuration not stated)	20	17	9	2	-4	7	5	8
COc1cccc(CC(=O)Nc2nccs2)c1	1	-9	-8	2	-3	-3	-7	-4
CC(C)[C@H]1C=C(C(=O)O)O[C@@H](OCc2ccc(CO)cc2)C1	12	-4	6	1	1	9	-17	-3
COc1ccc(NC(=O)CCN2CCN(S(=O)(=O)c3ccc(Cl)cc3)CC2)cc1	13	5	-5	1	0	-6	5	2
Cc1ccc(CNC(=O)C2CCCN2C(=O)Nc2cccc(Cl)c2)cc1 (configuration not stated)	11	2	-7	1	-6	-11	4	-2
C/C(CCc1ccccc1)=N\NC(=O)COc1ccccc1C	6	4	-2	0	-9	5	-1	7
CCC(NC(=O)Cc1cccs1)c1ccccc1 (configuration not stated)	9	-8	-1	2	3	-4	-13	2
CCOc1cc(NC(=O)c2ccco2)c(OCC)cc1NC(=O)CCC(=O)NCc1cccnc1	-9	-7	4	-2	18	7	17	2
CC(=O)NC1CC2CCCC(C1)N2Cc1ccc(C)cc1 (configuration not stated)	-5	-2	1	-2	-6	10	-9	-1
O=C(NCCN1CCN(c2ccccc2)CC1)Nc1ccccc1Cl	15	0	0	1	-6	0	-5	3
CC1(C)Cc2nc(-c3ccccc3)nc(NNC(=O)c3ccco3)c2CO1	18	-16	0	0	-1	-11	5	-2
